ELG1 genotox: qHTS screen for small molecules that induce genotoxicity in human embryonic kidney (HEK293T) cells expressing luciferase-tagged ELG1 | HEK293T ELG1-luciferase reporter, luminescence, 16 h | Potency, µM (top dose mostly 46 µM), inactives show at the highest dose activity change, positive = activation, most hits filed as activators | 330,000 tested, 1.3% active; also: % of control where 0% means no effect; nearly all actives have a fitted effect of over 60% in size
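ELG1-luciferase HEK293T cells, 2,000/well; compound pinned in; 16 hr, 37 °C, 5% CO2; ONE-Glo, 30 min RT; luminescence on CCD imager.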
NPC1 prom act: qHTS Assay for NPC1 Promoter Activators; Huh7 NPC1 promoter luciferase reporter, 24 h; Potency, µM (doses to about 9.22 µM), for inactives: at the highest dose activation, hits mostly activators; 320,000 tested, 2.4% active; AID 485313, 2010;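 also: % of control where 0% means no effect; nearly all actives have a fitted effect of over 60% in size; reporter is driven by a mutant NPC1 promoter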
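NPC1 promoter–luciferase Huh7 cells; 24 h compound; luminescence.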
BRCA1 expr up: qHTS Assay to Identify Small Molecule Activators of BRCA1 Expression; Potency, µM (highest dose often 46.1 µM), without a hit: at the top dose activation, most hits filed as activators; MCF7-BRCA1-FFLuc reporter, luminescence, 48 h; response scale: scaled: vehicle 0%, 10 µM genistein 100%; AID 624202, 2012; 380,000 tested, 1.1% active; also: nearly all actives have a fitted effect of over 80% in size; some results filed as inactive show a strong effect at the top dose
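Compounds are tested at multiple concentrations on MCF7 BRCA1-luciferase reporter cells seeded at 2000 per well; after 48 h, a single luminescence end-point is taken and curves fitted to the normalized data.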
FLuc counter: qHTS profiling assay for firefly luciferase inhibitor/activator using purifed enzyme and Km concentrations of substrates (counterscreen for miR-21 project); 360,000 tested, 6.9% active; purified FLuc, Km substrates, luminescence inhibition; Luciferin 4-monooxygenase (Photinus pyralis), P08659; Potency, µM (highest dose often 57.5 µM), inactives show top-dose activity change, negative = inhibition, actives largely listed as inhibitors;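 also: plate controls were vehicle for no effect and reference inhibitor for full effect; nearly all actives have a fitted effect of over 55% in size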
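Purified P. pyralis luciferase (10nM final) with 10uM D-luciferin and 10uM ATP (Km levels) in 50mM Tris acetate pH 7.5, 10mM Mg acetate, 0.01% Tween-20, 0.05% BSA; qHTS 6-point titration, ~60 µM downward; luminescence read.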
Rab9 prom act: qHTS Assay for Rab9 Promoter Activators; Huh7 Rab9 promoter-luciferase reporter, luminescence, 24 h; Potency, µM (top dose mostly 9.22 µM), for inactives: at the top dose activation, negative = inhibition, actives largely listed as activators; 320,000 tested, 2.8% active; AID 485297, 2010; also: % of control where 0% means no effect; nearly all actives have a fitted effect of over 60% in size
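Luminescence from Amplite-detected luciferase (10 minutes, ambient) reports Rab9 promoter activation. Before that, stable Rab9-luciferase Huh7 cells (1500/well, reduced-serum OP-MEM I plus 10% FBS) were exposed to compound for 24 hours at 37C.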
RORg inh: qHTS for inhibitors of ROR gamma transcriptional activity; Drosophila S2 Gal4-RORgamma UAS-luciferase reporter, 20 h; Potency, µM (top dose mostly 53.6 µM), for the others: at the highest dose activity change, negative = inhibition, most hits filed as inhibitors; 310,000 tested, 5.4% active; also: % is scaled to controls: 0 for no effect and ±100 for the full control effect; nearly all actives have a fitted effect of over 60% in size
Target sequence (P51450 whole entry, looked up, the tested form may be a part): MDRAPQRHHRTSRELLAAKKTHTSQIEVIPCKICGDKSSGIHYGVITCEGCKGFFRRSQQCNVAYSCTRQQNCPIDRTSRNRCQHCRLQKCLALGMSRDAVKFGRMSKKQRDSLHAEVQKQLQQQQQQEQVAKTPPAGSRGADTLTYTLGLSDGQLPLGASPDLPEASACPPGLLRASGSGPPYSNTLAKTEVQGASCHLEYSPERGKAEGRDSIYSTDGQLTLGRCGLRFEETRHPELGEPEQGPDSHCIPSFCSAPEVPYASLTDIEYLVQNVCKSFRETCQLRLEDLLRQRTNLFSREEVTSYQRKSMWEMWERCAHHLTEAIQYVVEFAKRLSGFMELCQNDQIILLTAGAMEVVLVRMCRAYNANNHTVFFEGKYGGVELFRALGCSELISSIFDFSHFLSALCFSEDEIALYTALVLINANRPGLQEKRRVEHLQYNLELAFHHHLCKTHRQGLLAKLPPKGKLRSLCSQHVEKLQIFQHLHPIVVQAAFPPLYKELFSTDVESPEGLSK
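Drosophila Schneider cells stably carrying a metallothionein-driven Gal4 DBD–ROR gamma fusion and a UAS-Photinus luciferase reporter were exposed to compound for 1 hr, then induced with copper sulfate (700 uM final) for 20 hr at ambient temperature before luminescence reading.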
MBNL1-CUG inh: qHTS Assay for Inhibitors of MBNL1-poly(CUG) RNA binding; Muscleblind-like protein 1 (Homo sapiens), Q9NR56; TR-FRET MBNL1-His/biotin-(CUG)12 binding, 665/545 ratio; Potency, µM (highest dose often 57.5 µM), for the others: top-dose activity change, negative = inhibition, hits mostly inhibitors; 280,000 tested, 0.036% active; AID 2675, 2010; active = well fitted inhibition curve with a large enough effect in the signal ratio, with a control signal flat, not every such curve was filed as active; inconclusive = small, poorly fitted or top-dose-only effect, or effect the other way, or a change in a side signal; inactive = no such curve, though single readings can be large or run the other way; the % refers to the signal ratio; also: % is scaled to controls: 0 for no effect and ±100 for the full control effect
Target sequence (Q9NR56 whole entry, looked up): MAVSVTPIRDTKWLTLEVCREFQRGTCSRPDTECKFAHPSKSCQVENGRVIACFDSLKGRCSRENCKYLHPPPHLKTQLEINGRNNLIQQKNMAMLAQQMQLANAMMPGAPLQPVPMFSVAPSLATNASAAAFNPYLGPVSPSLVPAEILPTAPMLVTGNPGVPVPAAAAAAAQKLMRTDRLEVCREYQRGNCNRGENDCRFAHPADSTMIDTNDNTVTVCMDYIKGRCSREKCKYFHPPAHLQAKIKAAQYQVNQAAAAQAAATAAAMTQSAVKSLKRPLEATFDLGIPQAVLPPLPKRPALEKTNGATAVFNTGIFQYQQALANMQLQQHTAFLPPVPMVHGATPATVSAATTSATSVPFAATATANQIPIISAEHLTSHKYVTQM
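Inhibition of protein-RNA binding appears as loss of TR-FRET between terbium anti-His antibody on MBNL1-His and streptavidin-XL665 on biotin-(CUG)12. Activity is normalized to buffer-only and uninhibited-complex controls.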
uPA surface inh: qHTS for Inhibitors of Cell Surface uPA Generation. cell surface uPA generation assay, qHTS. Potency, µM (highest dose often 38.3 µM), without a hit: top-dose activity change, negative = inhibition, most hits filed as inhibitors. 330,000 tested, 0.31% active. AID 540303, 2011; active = well fitted inhibition curve with a large enough effect; inconclusive = small, poorly fitted or top-dose-only effect; inactive = no such curve, though single readings can be large or run the other way; tested in mouse RAW 264.7 cells; also: % is scaled to controls: 0 for no effect and ±100 for the full control effect; nearly all actives have a fitted effect of over 55% in size
CXXC DNA block: qHTS Fluorescence Polarization Assay for Inhibitors of MLL CXXC domain - DNA interaction; Histone-lysine N-methyltransferase 2A (Homo sapiens), Q03164; MLL-CXXC / FITC-HOXA9 DNA fluorescence polarization; Potency, µM (doses to about 115 µM), inactives show top-dose activity change, negative = inhibition, most hits filed as inhibitors; 290,000 tested, 0.037% active; AID 2662, 2010; active = well fitted inhibition curve with a large enough effect in the polarisation, with a control signal flat, not every such curve was filed as active; inconclusive = small, poorly fitted or top-dose-only effect, or effect the other way, or a change in a side signal; inactive = no such curve, though single readings can be large or run the other way; the % refers to the polarisation
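Steps: dispense CXXC domain solution (7 uM) → pin compounds or unlabeled HOX-A9 DNA control → 5 min ambient → add FLSN-HOX-A9 solution (50 nM) → spin → 30 min ambient → fluorescence polarization. Tris pH 7.5/NaCl/DTT/BSA buffer.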
Gal4-VP16 FLuc: VP16 counterscreen qHTS for inhibitors of ROR gamma transcriptional activity; Potency, µM (highest dose often 53.6 µM), without a hit: at the highest dose activity, negative = inhibition, usual class: inhibitors; Drosophila S2 Gal4-VP16 UAS-luciferase, luminescence, 20 h; AID 2546, 2010; 310,000 tested, 3.5% active;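 also: Gal4-VP16 expression switched on by copper sulfate through the metallothionein promoter; % is scaled to controls: 0 for no effect and ±100 for the full control effect; nearly all actives have a fitted effect of over 50% in size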
p53 reactivation: qHTS assay for re-activators of p53 using a Luc reporter | H1299 p53-A138V BP100-luciferase reporter, luminescence, 24 h | Potency, µM (titrated, usually from 92.2 µM), for inactives: top-dose activity change, positive = activation, most hits filed as activators | 320,000 tested, 0.063% active | AID 504706, 2011; also: % of control where 0% means no effect; nearly all actives have a fitted effect of over 45% in size
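p53-null H1299 cells stably carrying temperature-sensitive p53-A138V and a BP100-luciferase reporter were pinned with compounds (4-point, 1:5 series) and held 24 hrs at 37 deg C. Luminescence was read 10 min after detection reagent.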
Active calls of the source: *; u = inconclusive; x = not tested or not shown; [ ] = dose if it differs, or a comment. Unless noted, calls follow the shape of the dose curve; as a rule, active = well fitted curve in the direction sought with a large enough effect; inconclusive = small, poorly fitted or top-dose-only effect, or another doubt; inactive = no such curve, though single readings can be large; an effect the other way counts as inactive or inconclusive. Potency is read from the fitted curve at half-maximal effect.

SMILES | ELG1 genotox | NPC1 prom act | BRCA1 expr up | FLuc counter | Rab9 prom act | RORg inh | MBNL1-CUG inh | uPA surface inh | CXXC DNA block | Gal4-VP16 FLuc | p53 reactivation
O=C1CC2(CCCC2)C(=O)N1c1ccc(S(=O)(=O)NCC2CC2)cc1Cl | -2% | -4% | -8% | 1% | -5% | -2% | -5% | -4% | -10% | 5% | -2%
Nc1nc(CSc2nc3ccccc3s2)nc(N2CCCCC2)n1 | -1% | -5% | 59% | -2% | -2% | 6.3µM* | 2% | -4% | 7% | 13µM* | -5%
O=C(N/N=C/c1ccc([N+](=O)[O-])o1)c1cn2ccc3ccccc3c2n1 | 19% | -11% | 4% | 2% | -5% | -3% | x | -6% | -8% | 0% | 0%
CC(=O)NC(CC(=O)Nc1ccc(S(=O)(=O)N2CCCC2)cc1)c1ccccc1 (stereo not drawn) | -2% | -1% | -23% | -1% | 15% | 7% | -12% | 0% | 7% | 4% | -1%
CCCCOC(=O)NS(=O)(=O)c1sc(CC(C)C)cc1-c1ccc(Cn2c(CC)nc3c(C)cc(C)nc32)cc1 | -3% | -30%[46.1 µM] | x | -2% | -43%[inhibitor][46.1 µM] | x | x | x | 4% | x | -2%
CC1(C)CC(=O)C(C(=O)Cc2ccccc2[N+](=O)[O-])C(=O)C1 | 0% | -2% | 0% | -1% | -4% | -7% | 13% | -1% | 10% | 3% | 8%
CNC(=O)/C(=C\c1ccc([N+](=O)[O-])cc1)NC(C)=O | 1% | -1% | 29% | 1% | 10% | 8% | u | 1% | -21% | -5% | 14%
CN1CCN(C(=S)C(=O)NCc2ccccc2)CC1 | 2% | 0% | 6% | -1% | 0% | -32% | -12% | 1% | 0% | 5% | 14%
Cc1ccn(S(=O)(=O)c2ccc(N3CCCC3=O)cc2)n1 | 0% | 3% | 0% | 3% | 2% | -11% | 1% | 0% | 3% | 6% | 2%
COC(=O)Nc1ccc(S(=O)(=O)N2CCCC(C(=O)O)C2)cc1 (stereo not drawn) | -1% | 0% | 0% | 5% | 10% | 8% | -5% | -1% | 0% | 8% | 11%
COCCCNC(=O)c1ccc2c(=O)n(C3CCCC3)c(=S)[nH]c2c1 | -4% | 2% | -1% | 0% | 6% | 14µM* | 4% | 1% | -8% | u | -25%
O=C(COc1ccccc1Cl)c1ccc2c(c1)CCCC2 | u | u | u | 11µM* | 3.5µM* | 14µM* | 7% | 15% | 0% | u | u
c1ccc(-c2ccc(-c3csnn3)cc2)cc1 | 13% | 2.2µM* | 7.9µM* | u | 2µM* | -12% | -4% | -1% | 23% | 4% | 16%
CCCCCCOC(=O)CCn1[nH]c(=O)c2ccccc2c1=O | -1% | -1% | 0% | -7% | -2% | u | 10% | 5% | -27% | u | 6%
NC(=O)c1cc(S(=O)(=O)N2CCCC2)ccc1OCc1ccc(F)cc1 | -1% | -3% | -16% | -4% | 3% | 13% | 1% | -3% | 13% | 3% | -6%
O=C1CN(C(=O)c2cccs2)c2ccccc2N1 | 3% | 0% | 5% | -11% | 4% | -4% | 9% | -1% | 12% | 3% | -1%
CCN(CC)CCCCCCCCOC(=O)c1cc(OC)c(OC)c(OC)c1 | 18µM* | -11%[46.1 µM] | -7% | 7% | -16%[46.1 µM] | x | x | 19% | -12% | x | -10%
Cc1c(CNCCCc2ccccc2)c(C(=O)O)c(C)n1Cc1ccccc1 | -4% | 0% | 0% | 4% | 4% | -1% | 6% | 3% | -4% | 0% | -2%
CCC1CCCCN1CCCNC(=O)c1ccc2c(c1)c(C)c(C)n2C (stereo not drawn) | 2% | 0% | 3% | -1% | 4% | -1% | -9% | -8% | -2% | -1% | -3%
Cc1[nH]n(-c2nc(-c3ccccc3F)cc(=O)[nH]2)c(=O)c1CCO | 1% | 0% | -2% | u | -3% | 10µM* | 4% | 1% | -18% | -2% | 0%
CCCCC(c1nnnn1C1CCCC1)N1CCN(C2CCCC2)CC1 (stereo not drawn) | -1% | 0% | 1% | -3% | -4% | u | -2% | -1% | 4% | -3% | 2%
Cc1cc(N2C(=O)C(O)=C(C(=O)c3cccs3)C2c2ccccc2)no1 (stereo not drawn) | -3% | -2% | 3% | 4% | -2% | 12% | 63%[activator] | x | 0% | 9% | 12%
CCOc1ccc(NC(=S)N2CCN(c3ccc(N4CCOCC4)nn3)CC2)cc1 | 0% | -4% | -3% | -8% | 0% | 3% | 17% | -8% | -9% | -5% | 6%
O=c1[nH]c(Nc2nc3ccccc3o2)nc2c1CCCC2 | u | 0.32µM* | u | 1.5µM* | 0.32µM* | 4µM* | -3% | u | -26% | 10µM* | u
COc1ccc(N2CCN(C(=O)CN(C)S(=O)(=O)c3cc(C)ccc3OC)CC2)cc1 | -4% | -5% | 3% | 0% | -3% | 22% | -21% | 0% | 13% | 0% | 5%
CC1CCCCC1NC(=O)CNC(=O)c1ccco1 (stereo not drawn) | -3% | -2% | -1% | -1% | -2% | x | x | -13% | x | x | 1%
CC(OC(=O)C1CSC2(C)CCC(=O)N12)C(=O)Nc1cccc(C#N)c1 (stereo not drawn) | 0% | -4% | -8% | 0% | 1% | x | x | -24% | x | x | -1%
Nc1nc(NCC2CCCO2)nc(Nc2ccc(F)cc2)c1[N+](=O)[O-] (stereo not drawn) | 2% | 0% | -24% | 0% | -4% | -7% | 11% | -2% | -1% | -14% | -17%
CCOC(=O)/C(=N\Nc1ccccc1Cl)N(C)C1CCCCC1 | 0% | 3% | -16% | -5% | 1% | 16% | 1% | 6% | 11% | -7% | -2%
Cc1ccc(NC(=O)C2CCCN2C(=O)Oc2ccccc2)cc1 (stereo not drawn) | -2% | -2% | 1% | -2% | -1% | 0% | 6% | 4% | 8% | 2% | -3%
COc1ccc(CC(=O)Nc2ccc(S(=O)(=O)N3CCOCC3)cc2)cc1 | -3% | -1% | -21% | -2% | -1% | x | x | 16% | x | x | -6%
CC(C)(C)NC(=O)NC(=O)CSc1ncn[nH]1 | 0% | -2% | 0% | 1% | -12% | 1% | -3% | -7% | 10% | 3% | 1%
Cc1c(C(=O)CN2CCCC(C)(C)C2)c2ccccc2n1C | -5% | 1% | 7% | -3% | -1% | -7% | -13% | 1% | -1% | -15% | -4%
Cc1ccc(NC(=S)Nc2ccc3cn[nH]c3c2)cc1C | -3% | -2% | 25% | -1% | -4% | 13µM* | 6% | -1% | -4% | 5µM* | 23%
C=CCN1CCN(C(=O)CSc2ccccc2)CC1 | 18% | u | 11µM* | -18% | u | 0% | 0% | -1% | -1% | 0% | x
CCC(C)(C)NC(=O)CC(c1ccc(OC)cc1)n1cccc1 (stereo not drawn) | 0% | 2% | -3% | 4% | -9% | 44% | -7% | 5% | 4% | -4% | -5%
CS(=O)(=O)Nc1ccc(-c2cc(/C=C3\SC(N)=NC3=O)c[nH]c2=O)cc1 | 4% | -4% | 0% | 9% | -1% | 7% | 25% | 3% | 28% | 0% | x
Cc1cccc(CSC(=N)N)c1 | -8% | 6% | -2% | 1% | -5% | u | -15% | -4% | -3% | 0% | u
Cc1ccc(S(=O)(=O)/N=C(/c2ccc(F)cc2)N2CCCC2)cc1 | 3% | 1% | 22% | 5% | -8% | 0% | -2% | -2% | -2% | -1% | 2%
CN(C)c1ccc(C(=O)Nc2ccc(S(=O)(=O)NC3=NCCCCC3)cc2)cc1 | 5% | -1% | -8% | u | 3% | 37% | -6% | x | 7% | 1% | 3%

A second format for 2 compounds above:
O=C1CN(C(=O)c2cccs2)c2ccccc2N1
- ELG1 genotox: 3%
- NPC1 prom act: 0%
- BRCA1 expr up: 5%
- FLuc counter: -11%
- Rab9 prom act: 4%
- RORg inh: -4%
- MBNL1-CUG inh: 9%
- uPA surface inh: -1%
- CXXC DNA block: 12%
- Gal4-VP16 FLuc: 3%
- p53 reactivation: -1%

CCN(CC)CCCCCCCCOC(=O)c1cc(OC)c(OC)c(OC)c1
- ELG1 genotox: 18µM*
- NPC1 prom act: -11%[46.1 µM]
- BRCA1 expr up: -7%
- FLuc counter: 7%
- Rab9 prom act: -16%[46.1 µM]
- RORg inh: x
- MBNL1-CUG inh: x
- uPA surface inh: 19%
- CXXC DNA block: -12%
- Gal4-VP16 FLuc: x
- p53 reactivation: -10%

Screens from PubChem BioAssay.

A portion of the library, so the mix of outcomes need not match the whole.
